RT RNaseH block – HIV-1 RT RNase H inhibitors, primary screen, biochemical, fluorescence. Gag-Pol polyprotein (Human immunodeficiency virus type 1 group M subtype B (isolate …. RT-RNase H RNA/DNA duplex cleavage. inhibition, % at 10 µM. 65,000 compounds, 1.9% hits. AID 565, 2006; in the data active = inhibition above about 50%
RmlC RmlD mix – RmlC and RmlD coupled enzyme inhibitors, primary screen, biochemical, 384-well, compound mixtures, retest; RmlC/RmlD coupled enzyme inhibition, 384-well mixture HTS; inhibition, % at 5.5 µM; 110,000 compounds, 0.39% hits; AID 1532, 2009; in the data active = inhibition above about 30%, passing the limit was not always enough; inconclusive = no clear call, values can overlap the other calls; also: strong numbers were not always called active
* hit, by the source's call; u = inconclusive; x = no result given. An excerpt; the hit share may differ from the screen's.

Each structure is followed by: RT RNaseH block	RmlC RmlD mix
CCOc1cc(S(=O)(=O)NCc2ccco2)c(OCC)cc1-n1cnnn1
 : 1	14
O=C(CN1CCN(c2nc(-c3ccccc3)cs2)CC1)Nc1ccc2c(c1)OCO2
 : 3	14
CN1CCN(C(=O)c2cccc(S(=O)(=O)N3CCCCC3)c2)CC1
 : 6	-15
CCOC(=O)C1CCCN(Cc2cccc(Cl)c2)C1 (centres undefined)
 : -7	-8
O=C(CC(c1ccccc1)c1cc(Br)ccc1O)NCc1ccco1 (centres undefined)
 : -8	-13
COc1ccc(C(=O)Nn2c(C3CCC3)nc3ccccc3c2=O)c(OC)c1
 : 1	1
O=C(COc1ccc(Cl)cc1Cl)NC1CCSC1=O (centres undefined)
 : -9	5
CCC(=O)Nc1cccc(-c2nnc(SCC(=O)c3ccccc3)n2C)c1
 : 14	12
COc1ccc(CCNc2c(N)n(Cc3ccccc3)c(=O)[nH]c2=O)cc1OC
 : -9	12
CCCc1nc(SCC(=O)NCc2ccco2)c2c(=O)n(C)c(=O)n(C)c2n1
 : -5	-13
CCOc1ccc(NC(=O)C2CCN(S(=O)(=O)c3cccnc3)CC2)cc1
 : x	-1
O=C(CCCc1ccccc1)N1CCc2ccccc21
 : -39	3
N#Cc1ccc(Cn2cc(C(=O)c3ccco3)c3ccccc32)cc1
 : x	-6
COc1ccc(OC)c(N=C2C(=O)Nc3ccccc32)c1
 : -59	-14
COc1nc(OC/C(N)=N/O)nc(N2CCOCC2)n1
 : 30	-17
Cc1cc(Cl)cc(Br)c1OCCNCC(C)O (centres undefined)
 : -11	-10
Cc1cccc(NC(=O)CCc2ccc(S(=O)(=O)NC3CCCCC3)cc2)c1
 : x	-13
COc1cc2c3c(c1OC)C1(C=CC(=O)C=C1)CC3N(C(=O)c1ccccc1)CC2 (centres undefined)
 : x	-12
CN(Cc1ccc(OC(F)F)cc1)C(=O)c1ccc2nccnc2c1
 : -1	-11
CN(Cc1ccccc1)S(=O)(=O)c1cccs1
 : x	3
COc1cc(C)nc(NS(=O)(=O)c2ccc(C)cc2)n1
 : -6	-8
COc1ccc2c(c1)c(CC(=O)O)c(C)n2C(=O)c1ccc(Cl)cc1
 : -13	20
COc1ccc(OCC(=O)Nc2cc(-c3nn4c(C)nnc4s3)ccc2C)cc1
 : -5	6
CN1c2ccccc2-c2nc3ccccc3n2C1c1ccncc1 (centres undefined)
 : -7	-2
Cc1cc(NCCN2CCOCC2)n2ncc(-c3ccc(Cl)cc3)c2n1
 : -7	x
CS(=O)(=O)N1CCC(C(=O)Nc2cc(C(F)(F)F)ccc2Cl)CC1
 : -8	x
COc1ccc(-c2ccc(-c3nnc(Cc4ccc(OC)c(OC)c4)o3)cc2)cc1
 : -10	0
Cc1ccc2c(c1)N(CCC(=O)NCCCOC(C)C)C(=O)C(C)O2 (centres undefined)
 : -30	10
Cc1cc(C)nc(-n2nc(C)cc2NC(=O)c2cccc(S(=O)(=O)N3CCOCC3)c2)n1
 : x	4
CCNC(=S)NNC(=O)Nc1ccccc1
 : x	-77
CCOC(=O)c1c(C)[nH]c(C(=O)Cn2c(=O)oc3ccccc32)c1C
 : 1	-16
COc1cccc(-c2nn(-c3ccccc3)cc2C(=O)NCC(=O)O)c1
 : 5	4
C=CCCN(C(CC(C)C)C(=O)OC)S(=O)(=O)c1ccccc1Br (centres undefined)
 : x	-12
Cc1cccc(-n2c(O)c(C=Nc3ccccc3N)c(=O)[nH]c2=O)c1
 : -4	6
COc1ccc(Cl)cc1NC(=O)Nc1cccc([N+](=O)[O-])c1C
 : x	-1
CCN1CCCC1CNC(=O)c1cc(OC)c(OC)c(OC)c1 (centres undefined)
 : x	6
O=C(C1CCCO1)N1CCN(c2ccc(F)cc2)CC1 (centres undefined)
 : x	2
Nc1ccccc1-c1nnc(SCc2ccccc2Cl)[nH]c1=O
 : x	-5
Cc1ccc(NC(=O)CSC2=C(C#N)C(c3ccc4c(c3)OCO4)C3=C(CCCC3=O)N2)c(C)c1 (centres undefined)
 : 33	-17
CCOC(=O)c1ccc(NS(=O)(=O)N2CCCCCC2)cc1
 : -56	3
CCOC(=O)CNc1ncnc2nc[nH]c12
 : -2	12
O=S(=O)(NCc1cccnc1)c1cc(Cl)ccc1Cl
 : -19	11
N#Cc1cc(-c2ccc(Cl)cc2)cnc1Sc1ccccc1
 : x	10
COc1ccc(C(=O)Nc2nccs2)cc1OC
 : -7	x
CCOC(=O)c1nnn(-c2nonc2N)c1-c1cccc2ccccc12
 : -22	8

Quoted at random: 3 compounds from above, in no set order.
Each structure is followed by: RT RNaseH block	RmlC RmlD mix
CCOC(=O)c1ccc(NS(=O)(=O)N2CCCCCC2)cc1
 : -56	3
COc1ccc(C(=O)Nc2nccs2)cc1OC
 : -7	x
CCN1CCCC1CNC(=O)c1cc(OC)c(OC)c(OC)c1 (centres undefined)
 : x	6

Remaining list, next part
Each structure is followed by: RT RNaseH block	RmlC RmlD mix
Cc1ccc(N(CC(=O)Nc2ccc3c(c2)OCCO3)S(=O)(=O)c2c(C)noc2C)cc1
 : -7	5
C(=C\c1ccccc1)/C=N/Nc1nc(N2CCCCC2)nc(N2CCCCC2)n1
 : x	-7
O=C(CCC(=O)NNC(=O)COc1ccccc1)NCc1ccccc1
 : x	-10
CN(C(=O)COc1ccccc1)c1nnc(C23CC4CC(CC(C4)C2)C3)s1
 : x	1
CCCC(=O)c1ccc(N2CCN(S(=O)(=O)c3ccccc3)CC2)c(F)c1
 : -11	-17
O=C(c1ccccc1)c1ccc(C(=O)N2CCOCC2)cc1
 : -2	-13
Cc1ccc(OCc2nnc(SCC(=O)O)n2N)cc1
 : x	-15
Nc1cc(N)nc(SCCOc2ccccc2)n1
 : -14	-16
CC(=O)N1CCN(Cc2nc3cc(NC(=O)c4ccccc4)ccc3n2C)CC1
 : x	2
CCC(OC(=O)c1cc2sccc2n1C)C(=O)NCC1CCCO1 (centres undefined)
 : 6	-8
CN(C)CC/C=C1\c2ccccc2COc2ccccc21
 : x	5
COCc1cc(C)nc(SCC(=O)Nc2ccccc2C)c1C#N
 : -10	-13
Cc1ccc(-c2cccc(C3CC=CC4C3C(=O)N(Cc3ccccc3)C4c3cc(C)ccc3F)c2)cc1 (centres undefined)
 : x	-15
O=C(CCS(=O)(=O)c1ccc(Cl)cc1)N1CCN(S(=O)(=O)c2cccs2)CC1
 : -6	x
CCOc1ccc(/C=N/O)cc1
 : x	5

Record cards, as listed above. Order of values: RT RNaseH block, RmlC RmlD mix
CCCC(=O)c1ccc(N2CCN(S(=O)(=O)c3ccccc3)CC2)c(F)c1 across the screens: -11, -17
CCC(=O)Nc1cccc(-c2nnc(SCC(=O)c3ccccc3)n2C)c1 across the screens: 14, 12
O=C(CC(c1ccccc1)c1cc(Br)ccc1O)NCc1ccco1 (centres undefined) across the screens: -8, -13
Cc1cc(Cl)cc(Br)c1OCCNCC(C)O (centres undefined) across the screens: -11, -10
Cc1ccc(OCc2nnc(SCC(=O)O)n2N)cc1 across the screens: x, -15

(further entries)
Each structure is followed by: RT RNaseH block	RmlC RmlD mix
CC1(C)CC(=O)C2=C(C1)OC(N)=C(C#N)C21CCN(Cc2ccccc2)CC1
 : 3	5
CCOC(=O)CC1=C(C(=O)OCC)C(c2ccc(OC)cc2OC)C(C#N)=C(N)O1 (centres undefined)
 : -22	6
Cc1ccc(-c2cc(C(=O)N3CCN(c4ncccn4)CC3)c3ccccc3n2)cc1
 : -6	12
N#Cc1ccccc1NC(=O)COC(=O)c1ccc2c(c1)OCCO2
 : -16	-3
CCn1c(CSc2nccn2C)nc2cc(C(=O)O)ccc21
 : 15	-2
COc1cccc(NC(=O)C(NCC2CCCCC2)c2ccccc2)c1 (centres undefined)
 : x	41
COC(C[C@H](O)[C@@H](C)[C@H](O)COCc1ccccc1)OC
 : x	-9
Cc1c(Cl)cccc1N1C(=O)C2ON(c3ccccc3)C(c3cccnc3)C2C1=O (centres undefined)
 : 5	-1
Cc1cc(C)cc(N(C(=O)c2sc(C)nc2C)C(C(=O)NCc2ccco2)c2ccccc2)c1 (centres undefined)
 : x	9
CC(C)=CCc1c(O)cc(O)c2c(=O)c3c(CC=C(C)C)c(O)ccc3oc12
 : x	-9
CC1=C(C)C(=O)NC(Nc2nc(C)c3cc(C)cc(C)c3n2)N1 (centres undefined)
 : -38	x
C(=N\n1cnnc1)/c1ccc(OC2CSC2)cc1
 : 0	-11
O=C(NCc1cccc(C(F)(F)F)c1)C1CCN(c2ncccn2)CC1
 : -1	-13
Cc1ccc(S(=O)(=O)NCc2ccc(C(=O)N3CCN(c4ccccn4)CC3)cc2)cc1
 : -13	-8
O=C(Nc1ccc2oc(-c3ccncc3)nc2c1)c1c(F)c(F)c(F)c(F)c1F
 : 13	-6

Another view of part of the listing above:
mol | RT RNaseH block | RmlC RmlD mix
CN1c2ccccc2-c2nc3ccccc3n2C1c1ccncc1 (centres undefined) | -7 | -2
Cc1cc(NCCN2CCOCC2)n2ncc(-c3ccc(Cl)cc3)c2n1 | -7 | x
CS(=O)(=O)N1CCC(C(=O)Nc2cc(C(F)(F)F)ccc2Cl)CC1 | -8 | x

Going on with the list:
Each structure is followed by: RT RNaseH block	RmlC RmlD mix
COc1ccccc1CC(=O)N(CCC#N)CCC#N
 : 1	-2
CC(=O)c1cc(F)c(N2CCN(C(=O)COc3ccccc3F)CC2)cc1C
 : x	18
CCCOC(=O)c1ccc(NC(=O)c2cnccn2)cc1
 : 18	x
CCOc1cc(C(=S)N2CCC(O)CC2)ccc1OS(=O)(=O)c1ccc(Br)cc1
 : x	-23
COc1ccc(NC(=O)CN(Cc2ccccc2)S(C)(=O)=O)c(OC)c1
 : x	9
CCOC(=O)c1cccc(NC(=O)CSc2nc(N)cc(N)n2)c1
 : -8	4
CC12CC3CC(C)(C1)CC(C(=O)NC(=S)N1CCCCC1)(C3)C2
 : x	-15
O=C(O)c1ccc(CSc2nc(-c3ccc(Cl)cc3)cc(C(F)(F)F)n2)cc1
 : x	1
O=C(O)C1CC=CCC1C(=O)Nc1cccc(F)c1 (centres undefined)
 : -2	18
CCN(c1ccccc1)c1nc2ccsc2c(=O)s1
 : -40	1
COc1ccccc1C/C(N)=N/OC(=O)c1ccc(C)c([N+](=O)[O-])c1
 : x	u
O=C(CSc1nc2ccsc2c(=O)n1-c1ccccc1)N1CCCC1
 : -4	1
O=C(Cn1c(=O)oc2cc(S(=O)(=O)N3CCCCC3)ccc21)N1CCc2ccccc2C1
 : x	-11
CCOC(=O)c1c(C)nn(Cc2cccc(Cl)c2)c1N
 : -58	-13
Cc1nn(Cc2ccc(Cl)cc2)c(C)c1N
 : x	4
COc1ccc(-c2cccc([C@H]3[C@@H]4C=CCC[C@@]4(C)C(=O)N3Cc3ccccc3)c2)cc1
 : x	8
O=C1CC(c2ccccc2)CC(O)=C1C=NC1CCCC1 (centres undefined)
 : x	-15
Cc1ccc(-c2nsc3c(N4CCC(C(N)=O)CC4)ncnc23)cc1
 : 11	x
CC(C)NC(=O)c1onc(CSc2ccccn2)c1C(=O)NC(C)C
 : x	-11
Cc1ccc(Cl)cc1NC(=O)CCn1cccc1
 : 3	u
CC(C)(O)[C@@H]1[C@H]2OC(=O)[C@@H]1[C@]1(O)C[C@H]3O[C@]34C(=O)O[C@H]2[C@]14C (tested in a mixture with another compound)
 : x	-10
CCCS(=O)(=O)N1CCCC(C(=O)NC2CCCC(C)C2C)C1 (centres undefined)
 : -2	1
Cc1nc(-c2ccccc2)sc1C1(C)CC(c2cccnc2)=NO1 (centres undefined)
 : x	2
CC(C)(C)OC(=O)N1CCC(C(=O)N2CCC[C@H]2C(=O)O)CC1
 : -5	-14
CC(O)/C=C/C1OC(=O)CC1Nc1ccc(C=O)cc1 (centres undefined)
 : x	-11
Cc1cccc(NC(=O)CSc2nnc(-c3ccccc3Br)o2)c1C
 : -16	0
Clc1cc(Cl)cc(CSc2nnc(-c3sccc3-n3cccc3)o2)c1
 : x	7
CCOC(=O)CN1CC23C=CC(O2)C(C(=O)Nc2ccc(F)c(C)c2)C3C1=O (centres undefined)
 : -23	-3
CCCCc1nc(NCCNC(=O)c2ccco2)c(C#N)c2c1CSC(C)(C)C2
 : 41	15
Cc1ccc(NC(=O)c2cc(NC(=O)c3ccco3)ccc2N2CCCCC2)cc1
 : 58*	-44
c1ccc(-c2nc(NCCCn3ccnc3)c3oc4ccccc4c3n2)cc1
 : x	12
C=C1C2C[C@H](O)C(C)(C)[C@@]2(O)[C@H](O)C[C@]23C[C@@](C)(O)[C@H](CC[C@H]12)[C@H]3OC(C)=O (some centres undefined)
 : x	-6
CCOC(=O)c1c(C)oc2ccc(OCC(=O)N(CC)CC)cc12
 : 1	-8
CSc1ccc(CCNC(=O)CSc2ccsc2[N+](=O)[O-])cc1
 : x	-3
Cc1cc2c(ncn2Cc2ccccc2)c(NS(C)(=O)=O)c1C
 : x	24
COc1ccsc1C(=O)N1CCN(Cc2ccc3c(c2)OCO3)CC1
 : x	5
COc1ccc(C(=O)Nn2c(SCC(=O)NCc3ccccc3)nc3ccccc3c2=O)cc1
 : x	7
CCOc1ccc(OCC)c(S(=O)(=O)NCCCN2CCOCC2)c1
 : -2	8
O=C1CC(c2ccco2)c2ccc3ccccc3c2N1 (centres undefined)
 : -31	-101
CCn1nccc1C(=O)Nc1ccc(Cl)cc1Cl
 : -12	-6
O=C(Nc1ccc(Cl)cc1C(=O)NCCN1CCOCC1)c1ccco1
 : -11	-13
O=C(CCN1C(=O)COc2ccccc21)NCc1cccnc1
 : -1	0
CC(=O)OC1CCC2(C)C(COc3ccc4ccc(=O)oc4c3)C(C)(O)CCC2C1(C)C (centres undefined)
 : x	-7
CCOC(=O)c1cccc(NC(=O)C(NS(=O)(=O)c2ccc3c(c2)CCN3C(C)=O)C(C)C)c1 (centres undefined)
 : 0	9
Cc1ccc(Cn2c(CCNc3nc(-c4ccc(C)cc4)cs3)nc3cc(C(=O)NCCCO)ccc32)cc1
 : x	2
